OXTR potentiator – human OXTR potentiators, primary screen, fluorescence, CHO-OTR cells, Fluo-8 calcium; activation, % at 3 µM; Fluo-8 calcium fluorescence, potentiator mode; 0% = oxytocin EC15, 100% = EC100; 0.061% of 320,000 active;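 active = activation above that plate's cutoff, the mean activation of tested compounds plus 3 SD, cut at about 6.6% in these data, passing the limit was not always enough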;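 note: 100% uses oxytocin at 75 nM as the full agonist control; some results filed as inactive read as strong as hits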
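Measured by – Fluo-8 calcium dye fluorescence · Test system – human OTR in CHO cells · Dosing – one concentration, 3.0 µM compound · Controls – EC15 oxytocin alone as 0%, 75 nM oxytocin as 100% · Evaluation – normalized max/min fluorescence ratio, % activation · Timing – 6 min pre-incubation, 100 s read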
CHO parental Ca – ATP-evoked calcium signal inhibitors, parental CHO, primary screen, counter-screen for OX1R antagonist project, cell-based, fluorescence, Fluo-8 calcium dye | parental CHO-K1, ATP-induced calcium, Fluo-8 fluorescence | inhibition, % at 5.6 µM | 0.63% of 330,000 active;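 active = inhibition above that plate's mean sample inhibition plus 3 SD, cut at about 26% in these data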;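 note: 0% = ATP-challenged DMSO wells and 100% = DMSO wells without ATP; some compounds past the cut are filed as inactive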
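Measured by: calcium-sensitive Fluo-8 fluorescence / Test system: CHO parental line / Controls: ATP-challenged DMSO wells low, unchallenged DMSO wells high / Measure: % inhibition / Compound: single nominal dose of 5.6 µM per compound / Replicates: single well per compound, no replicates / Reagent: ATP as calcium-mobilizing challenge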
M1 PAM – human M1 muscarinic receptor positive allosteric modulators, primary screen, CHO-K1 cells, Fluo-8 calcium fluorescence, 1536-well; Muscarinic acetylcholine receptor M1 (Homo sapiens), P11229; CHO-K1 hM1, ACh EC20; 0% = ACh EC20, 100% = maximal ACh; activation, % at 3 µM; 0.088% of 360,000 active; in the data active = activation above about 19%, passing the limit was not always enough
Target sequence (P11229 whole entry, looked up): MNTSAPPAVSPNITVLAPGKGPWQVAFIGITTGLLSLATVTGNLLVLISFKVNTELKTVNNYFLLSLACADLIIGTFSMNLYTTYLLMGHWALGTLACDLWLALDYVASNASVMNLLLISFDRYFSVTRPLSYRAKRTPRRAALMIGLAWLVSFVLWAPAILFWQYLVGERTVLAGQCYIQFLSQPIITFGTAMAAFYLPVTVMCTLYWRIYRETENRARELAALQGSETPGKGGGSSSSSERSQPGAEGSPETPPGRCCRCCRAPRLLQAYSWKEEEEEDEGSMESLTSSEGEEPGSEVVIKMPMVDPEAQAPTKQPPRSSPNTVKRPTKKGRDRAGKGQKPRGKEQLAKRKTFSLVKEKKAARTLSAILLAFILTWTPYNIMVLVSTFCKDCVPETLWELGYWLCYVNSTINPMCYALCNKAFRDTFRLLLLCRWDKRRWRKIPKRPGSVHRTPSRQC
V1aR counter – agonists of human V1a receptor, primary screen, counter-screen for OXTR agonist project, fluorescence, CHO-V1R cells. Vasopressin V1a receptor (Homo sapiens), P37288. Fluo-8 calcium fluorescence, agonist mode; 0% DMSO, 100% 3 nM vasopressin. activation, % at 3 µM. 0.25% of 320,000 active. AID 2797, 2010;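 active = activation above the mean activation of all tested compounds plus 3 SD, per screening run, cut at about 20% in these data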;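 note: signal is peak over basal fluorescence ratio across a 100 second FLIPR read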
Target sequence (P37288 whole entry, looked up): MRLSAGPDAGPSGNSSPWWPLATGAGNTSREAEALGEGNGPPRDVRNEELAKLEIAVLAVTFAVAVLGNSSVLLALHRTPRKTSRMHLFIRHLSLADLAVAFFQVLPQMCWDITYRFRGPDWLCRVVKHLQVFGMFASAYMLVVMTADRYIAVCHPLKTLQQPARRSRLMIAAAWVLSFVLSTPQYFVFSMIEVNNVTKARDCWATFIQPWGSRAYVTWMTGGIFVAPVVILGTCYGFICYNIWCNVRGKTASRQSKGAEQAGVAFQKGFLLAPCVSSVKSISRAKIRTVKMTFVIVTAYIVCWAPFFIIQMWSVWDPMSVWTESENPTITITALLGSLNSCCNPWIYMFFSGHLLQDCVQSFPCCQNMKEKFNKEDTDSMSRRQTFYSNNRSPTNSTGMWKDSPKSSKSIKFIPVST
OXTR ag – human OXTR agonists, primary screen, fluorescence, CHO-OTR cells, Fluo-8 calcium; Oxytocin receptor (Homo sapiens), P30559; Fluo-8 calcium fluorescence; normalized: DMSO 0%, oxytocin 100%; activation, % at 3 µM; 0.32% of 320,000 active; AID 2435, 2010;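 active = activation above the mean of all tested compounds plus 3 SD, cutoff set per screening run, cut at about 20% in these data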;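 note: peak over basal fluorescence ratio from a 100 s FLIPR kinetic read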
TAAR1 antagonist – human TAAR1 antagonists, primary screen, Fluo-8 calcium fluorescence, CHO RD-HGA16 cells; Trace amine-associated receptor 1 (Homo sapiens), Q96RJ0; 1.5% of 360,000 active; antagonist; AID 624466, 2012; inhibition, % at 3 µM;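 active = inhibition above a per-plate cutoff, the mean inhibition of test compounds on that plate plus 3 SD, cut at about 49% in these data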;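 note: 0% = DMSO plus EC80 beta-PEA response and 100% = DMSO alone without agonist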
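Material: RD-HGA16 CHO cells with stable hTAAR1 and Gα16; Dosing: single nominal final test compound concentration of 3 µM; Schedule: seeding 17-24 h prior, 75-min 37 °C, 30-min RT dye loading; Detection: kinetic Fluo-8 calcium fluorescence measurement; Measure: % inhibition from peak post-agonist over basal fluorescence ratio; Benchmarks: vehicle and agonist controls.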
CHRM1 agonist – human M1 muscarinic receptor agonists, primary screen, Fluo-8 calcium fluorescence, CHO-K1 cells, HTS | Muscarinic acetylcholine receptor M1 (Homo sapiens), P11229 | CHO-K1 hM1, agonist mode; 0% DMSO, 100% acetylcholine EC100 | AID 588814, 2011 | 0.33% of 360,000 active | activation, % at 3 µM;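 active = activation above the run's mean compound activation plus 3 SD, cut at about 16% in these data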;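 note: peak over basal fluorescence ratio within a 140 s kinetic read after compound addition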
TAAR1 agonist – human TAAR1 agonists, primary screen, Fluo-8 calcium fluorescence, CHO RD-HGA16 cells. activation, % at 3 µM. vehicle wells 0%, saturating PEA agonist 100%. AID 624467, 2012. 0.99% of 360,000 active. Trace amine-associated receptor 1 (Homo sapiens), Q96RJ0;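 active = activation above the mean activation of all test compounds in the run plus 3 SD, cut at about 38% in these data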
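Signal – calcium-sensitive Fluo-8 signal, excitation 470-495, emission 515-575 nm · System – RD-HGA16 (CHO) cells co-expressing Gα16 and hTAAR1 · Incubation – 17-24 h seeding, 75 min 37 °C dye, 30 min RT · Compound dosing – 3 µM single concentration · Repeats – no replicates (n 1)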
CHRM1 antagonist – human M1 muscarinic receptor antagonists, primary screen, CHO-K1 cells, Fluo-8 calcium fluorescence, 1536-well | Muscarinic acetylcholine receptor M1 (Homo sapiens), P11229 | CHO-K1 hM1, ACh EC80 antagonist | inhibition, % at 3 µM | 1.3% of 360,000 active | AID 588852, 2011;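 active = percent inhibition above its own plate's cutoff, namely the mean of that plate's compound wells plus 3 SD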;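 note: peak over basal fluorescence ratio during 140 s after agonist addition; 0% = ACh EC80 plus DMSO and 100% = DMSO alone without agonist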
Active calls of the source: *; . = not tested or not shown.

1) CN(C(=O)c1cccc(NC(=O)Cc2cccc(NC(=O)C3CCN(C(=O)C4CCCC4)CC3)c2)c1)C1CC1
2) Cc1nc(SCc2ccccc2)n[nH]1
3) CC(C)NC(=O)NC(=O)CSc1nnc(COc2ccccc2Cl)o1
4) O=C(CSc1nnc(-c2ccc(O)cc2)o1)Nc1cccc(O)c1
5) CCN(c1ccccc1)c1cc2ccccc2c(=O)[nH]1
6) COC(=O)CN1C(=O)[C@H]2[C@@H](c3ccc(C)o3)N3C(=O)CN(Cc4ccccc4)C(=O)[C@@]3(C)[C@H]2C1=O
7) CCCc1nnc(SCC(=O)Nc2ccc(C(=O)OCC)cc2)o1
8) CCCSc1nnc(NC(=O)Nc2ccc(F)cc2)s1
Assay by compound	1	2	3	4	5	6	7	8
OXTR potentiator	.	3	-2	-10	-4	-8	-9	-31
CHO parental Ca	.	-4	-3	9	-12	-14	-7	9
M1 PAM	6	8	0	2	8	13	-4	-6
V1aR counter	.	1.7	1.5	1.9	-1.0	1.4	4.2	11
OXTR ag	.	-0.9	1.5	0.8	-2.4	0.1	3.5	15
TAAR1 antagonist	-5	-34	-9	-3	-6	3	2	16
CHRM1 agonist	-2	-3	-3	1	-2	0	-3	1
TAAR1 agonist	-1	3	7	2	-2	0	3	20
CHRM1 antagonist	-5	-8	-3	-1	-13	-12	9	16

9) c1ccc2c(c1)OCC(c1nn3c(Cn4nnc5ccccc54)nnc3s1)O2 (configuration not stated)
10) CCOC(=O)Oc1ccc(/C=C2\N=C(C)OC2=O)cc1
11) CCn1c(CNC(=O)c2ccccc2F)cc2cc(C)ccc21
12) O=C(NCc1ccc2c(c1)OCO2)C1CCC(CNc2c(N3CCCCC3)c(=O)c2=O)CC1 (configuration not stated)
13) O=C(Nc1ccc(F)cc1)Nc1ccc(NC(=O)c2ccccc2O)cc1
14) CCCC(Oc1ccc(Br)cc1)c1nc2c3cc(OC)c(OC)cc3nc(=S)n2[nH]1 (configuration not stated)
15) Cc1ccc(NC(=O)NCCCN2CCCC2=O)cc1
16) CCOC(=O)Cn1nc(C)n(-c2ccc(C(C)C)cc2)c1=O
Assay by compound	9	10	11	12	13	14	15	16
OXTR potentiator	-9	-3	.	-3	1	-10	-6	-1
CHO parental Ca	-10	-8	.	-1	16	-12	-3	-6
M1 PAM	1	8	-6	9	-6	-2	7	11
V1aR counter	8.7	0.2	.	0.2	2.5	-0.7	-0.2	0.5
OXTR ag	6.0	0.6	.	0.6	1.0	-0.5	0.5	0.1
TAAR1 antagonist	7	-1	-30	-4	58*	-2	9	-1
CHRM1 agonist	-1	-2	-1	-5	-3	-2	-5	-5
TAAR1 agonist	12	-2	3	2	41*	0	12	2
CHRM1 antagonist	-1	-16	5	-14	18	-6	-13	-5

17) COCCN1C=C(C(=O)OC)C(c2ccc3c(c2)OCO3)C(C(=O)OC)=C1
18) Cc1ccccc1N(CC(=O)NCc1ccc2c(c1)OCO2)C(=O)C1CSC(=O)C1 (configuration not stated)
19) COc1ccc(-n2c(=S)[nH]c3cc(C(=O)Nc4cccc(C)c4)ccc3c2=O)cc1
20) CCCN(CCC)S(=O)(=O)c1ccc(C(=O)Nc2nnc(COC)o2)cc1
21) O=C(NCCCN1CCCC1=O)c1cccs1
22) Cc1ccc(S(=O)(=O)N2CCN(c3ncccn3)CC2)cc1C
23) O=C(OCC(=O)N1CCOCC1)c1cc(F)c(F)cc1Cl
24) CC(C)(C)c1nn2cnnc2n(/N=C/c2ccccc2)c1=O
Assay by compound	17	18	19	20	21	22	23	24
OXTR potentiator	0	-9	-8	-15	-3	-14	-9	5
CHO parental Ca	-5	-1	0	11	2	-6	7	6
M1 PAM	7	3	14	9	15	7	2	8
V1aR counter	0.3	1.1	1.6	-0.8	0.4	0.7	0.1	0.2
OXTR ag	-1.2	1.2	1.6	-1.6	-0.3	-0.2	0.1	-0.3
TAAR1 antagonist	14	-14	-8	0	-1	3	-18	-11
CHRM1 agonist	-2	0	5	-4	-1	-3	-3	-10
TAAR1 agonist	-1	9	1	2	1	2	6	4
CHRM1 antagonist	-32	-7	-9	-12	-11	-14	-3	-3

25) O=C1C(Cl)=C(Nc2ccc(O)cc2)C(=O)c2ccccc21
26) COCCn1nnnc1C(c1ccc(Cl)cc1)N1CCSCC1 (configuration not stated)
27) COc1ccccc1C(=O)Nc1ccc2c(c1)OCO2
28) COc1cc(/C=C/c2cccc[n+]2C)ccc1OCC(=O)Nc1cccc(Cl)c1
29) C=C(C)CN1C(=O)C(O)(CC(=O)c2ccc3c(c2)OCCO3)c2ccccc21 (configuration not stated)
30) CCOC(=O)Cn1c2ccccc2c2nc(C)sc21
31) COc1ccc(S(=O)(=O)N(C)C[C@@H]2Oc3c(NS(C)(=O)=O)cccc3C(=O)N([C@@H](C)CO)C[C@H]2C)cc1
32) Cc1cc(NC(=O)CC(F)(F)F)n(-c2ccccc2)n1
Assay by compound	25	26	27	28	29	30	31	32
OXTR potentiator	-6	1	-4	-11	-2	-2	1	3
CHO parental Ca	45*	-13	-10	-3	-13	-11	-16	-13
M1 PAM	-6	7	5	-19	0	8	14	12
V1aR counter	-0.9	0.2	-0.8	1.1	2.2	-0.2	1.2	0.1
OXTR ag	0.1	-0.4	-0.8	-0.7	2.2	-1.4	1.4	0.7
TAAR1 antagonist	56*	-6	15	6	4	1	-11	-7
CHRM1 agonist	-8	-7	-1	-11	-3	-4	-3	-5
TAAR1 agonist	-3	10	1	1	8	2	1	3
CHRM1 antagonist	16	-6	-8	24	3	-5	-18	-7

Single records, from the list above:
CCn1c(CNC(=O)c2ccccc2F)cc2cc(C)ccc21 is entered as OXTR potentiator = .; CHO parental Ca = .; M1 PAM = -6; V1aR counter = .; OXTR ag = .; TAAR1 antagonist = -30; CHRM1 agonist = -1; TAAR1 agonist = 3; CHRM1 antagonist = 5
O=C(NCc1ccc2c(c1)OCO2)C1CCC(CNc2c(N3CCCCC3)c(=O)c2=O)CC1 (configuration not stated) is entered as OXTR potentiator = -3; CHO parental Ca = -1; M1 PAM = 9; V1aR counter = 0.2; OXTR ag = 0.6; TAAR1 antagonist = -4; CHRM1 agonist = -5; TAAR1 agonist = 2; CHRM1 antagonist = -14

Other results
33) CC(=O)c1ccc(-n2nnnc2SCC(=O)N2CCc3ccccc3C2)cc1
34) CSc1ccc(CN(C)CC(=O)Nc2ccc(NC(C)=O)cc2)cc1
35) COc1ccc(OC(C)C(=O)Nc2ccccc2C(F)(F)F)cc1 (configuration not stated)
36) COc1ccc(C(=O)NCc2nnc(SCC(=O)Nc3cccc(C(F)(F)F)c3)o2)cc1OC
37) CCNc1nc(Oc2ccc(=O)n(C)n2)nc(N2CCOCC2)n1
38) CC1CCN(C(=O)c2ccc(NS(C)(=O)=O)cc2)CC1
39) NC(=O)c1ccsc1NC(=O)COC(=O)[C@@H]1CCCN1C(=O)c1cccs1
40) Cc1cccc(NC(=S)NCc2ccc3[nH]c4c(c3c2)CCCC4)c1
Assay by compound	33	34	35	36	37	38	39	40
OXTR potentiator	.	3	-3	-3	-9	-5	.	-9
CHO parental Ca	.	-3	-8	-14	-4	-8	.	1
M1 PAM	4	-2	8	7	12	4	6	-8
V1aR counter	.	5.9	-0.3	0.1	0.3	-0.4	.	1.6
OXTR ag	.	1.5	-2.8	-0.6	0.8	0.8	.	-0.2
TAAR1 antagonist	9	-19	10	11	6	12	1	23
CHRM1 agonist	2	-8	-6	-4	-3	-3	6	-5
TAAR1 agonist	16	0	-1	5	6	2	5	-1
CHRM1 antagonist	7	-1	-2	-2	-9	-4	-10	10

41) CC(NC(=O)c1ccc2ccccc2n1)c1ccc(S(N)(=O)=O)cc1 (configuration not stated)
42) O=C(Cc1ccc([N+](=O)[O-])cc1)Nc1ccc2c(c1)OCO2
43) Nc1cc(=O)[nH]c(SCC(=O)Nc2cccc([N+](=O)[O-])c2)n1
44) O=C(N/N=C/c1cc(Br)cc(Br)c1O)c1cccc(S(=O)(=O)N2CCOCC2)c1
45) Cc1ccc(Nc2nnc(SCC(=O)NCCN3C(=O)CSC3=O)s2)cc1C
46) COc1cccc(C(C)=NNc2ccc([N+](=O)[O-])cc2[N+](=O)[O-])c1OC
47) COc1ccc(N2C(=O)CCC(C(=O)c3ccccc3)=C2C)cc1
48) CCOc1ccccc1NC(=O)COC(=O)CCOc1cc(C)ccc1C
Assay by compound	41	42	43	44	45	46	47	48
OXTR potentiator	-13	0	-1	-1	-11	.	-1	-1
CHO parental Ca	-7	-4	9	-14	-24	.	-4	-23
M1 PAM	11	-7	5	23	-8	2	1	3
V1aR counter	2.3	2.4	-0.7	1.3	-0.5	.	1.7	0.8
OXTR ag	-0.8	-0.2	0.8	1.3	-0.7	.	2.4	-1.1
TAAR1 antagonist	0	13	4	-18	26	1	3	6
CHRM1 agonist	-1	-4	-4	1	-3	-1	-3	-2
TAAR1 agonist	0	0	0	1	0	0	8	2
CHRM1 antagonist	-7	4	-3	-21	16	-4	-2	-6

49) Cc1ccc(SCC(=O)N2N=CCC2c2ccccc2)cc1 (configuration not stated)
50) S=C(NC1CCCCC1)c1ccc2c(c1)OCO2
51) Cc1ccc(-c2nc3sc(C(N)=O)c(N)c3c3c2CCCC3)cc1
52) O=C(c1ccc(Cl)c(S(=O)(=O)N2CCCC2)c1)N1CCN(Cc2ccccc2)CC1
53) CCCOc1ccc(-c2csc3nc[nH]c(=O)c23)cc1
54) CN1CCN(c2nc(Nc3ccccc3)nc(N)c2[N+](=O)[O-])CC1
Assay by compound	49	50	51	52	53	54
OXTR potentiator	-2	-5	1	.	-12	3
CHO parental Ca	-4	-6	-17	.	1	-31
M1 PAM	-2	-7	-1	-1	12	9
V1aR counter	-0.8	-0.8	-0.5	.	-0.5	-0.3
OXTR ag	-2.3	-1.4	-1.5	.	-1.6	-0.1
TAAR1 antagonist	-21	-6	21	-3	4	14
CHRM1 agonist	-13	-6	-7	0	5	3
TAAR1 agonist	3	0	2	0	0	2
CHRM1 antagonist	2	6	-4	4	-1	-14

High-throughput results: PubChem BioAssay, The Scripps Research Institute Molecular Screening Center
